Source: PubChem
RBBP9 inh: human RBBP9 inhibitors, primary screen, biochemical, fluorescence polarization, FP-Rh probe, HTS; hit rate 0.2% among 220,000; Serine hydrolase RBBP9 (Homo sapiens), O75884; recombinant RBBP9; inhibition, % at 7.94 µM;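 active means inhibition above the campaign mean of all tested compounds plus 3 SD, cut at about 14% in these data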;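 further: plate controls were DMSO wells with RBBP9 for no effect and wells lacking RBBP9 protein for full effect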
Target sequence (O75884 whole entry, looked up): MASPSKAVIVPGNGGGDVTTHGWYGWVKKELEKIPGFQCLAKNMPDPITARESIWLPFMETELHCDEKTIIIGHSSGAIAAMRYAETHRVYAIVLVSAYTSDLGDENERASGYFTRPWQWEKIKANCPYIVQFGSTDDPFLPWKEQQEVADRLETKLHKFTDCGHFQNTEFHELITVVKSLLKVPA
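Controls: DMSO-treated enzyme wells and wells lacking RBBP9 | Material: RBBP9 protein | Technique: Fluorescence polarization | Replication: Single well per compound, no replicates | Buffer or medium: Tris-NaCl-Pluronic buffer, pH 8.0 | Timing: 30 min compound preincubation, 45 min probe labeling, 25 °C | Read-out basis: Percent inhibition from mP, scaled between DMSO and no-protein wells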
TNF death inh: inhibitors of TNF-alpha triggered necroptosis, primary screen, cell-based, Jurkat FADD-/-, single concentration. hit rate 0.068% among 220,000. AID 463075, 2010. Jurkat FADD-/- TNF necroptosis rescue, ATP luminescence, 24 h; 0 = TNF only, 100 = no-TNF cells. activation (protection from cell death), % at 10 µM;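 active means activation, meaning protection from cell death, of at least 50% relative to plate controls; inactive means activation below 50%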;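 further: necroptosis triggered by 40 ng/mL TNF-alpha added together with compound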
TRPN1 ag: zebrafish TRPN1 channel agonists, primary screen, cell-based, HEK293, calcium fluorescence; transient receptor potential cation channel N1 (TRPN1/NompC), Danio rerio; HEK293 zebrafish TRPN1-YFP, Fluo-8 calcium fluorescence; 100% = response to 87 µM carbachol; activation, % at 3 µM; hit rate 0.18% among 220,000; AID 1424, 2008;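 active means activation above its plate's cutoff, the mean activation of test wells on that plate plus 3 SD, cut at about 19% in these data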;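 further: 0% = DMSO alone and 100% = 87 µM carbachol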
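Material: zebrafish TRPN1-YFP in HEK293 cells. Doses: one dose of 3 µM, 0.3% DMSO. Incubation: dye 1 h 37 °C plus 30 min RT. Measured by: intracellular calcium fluorescence with Fluo-8.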
TRPML3 agonist: human TRPML3 channel agonists, primary screen, cell-based, HEK293 TRPML3-YFP, Fluo-8 calcium fluorescence, 3 µM; 100% = the carbachol control signal; activation, % at 3 µM; hit rate 0.29% among 220,000; AID 1448, 2008;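 active means activation above its plate's cutoff, the mean activation of the plate's test wells plus 3 SD, cut at about 12% in these data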;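 further: 0% = DMSO only wells and 100% = carbachol wells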
Target sequence (Q8TDD5 whole entry, looked up): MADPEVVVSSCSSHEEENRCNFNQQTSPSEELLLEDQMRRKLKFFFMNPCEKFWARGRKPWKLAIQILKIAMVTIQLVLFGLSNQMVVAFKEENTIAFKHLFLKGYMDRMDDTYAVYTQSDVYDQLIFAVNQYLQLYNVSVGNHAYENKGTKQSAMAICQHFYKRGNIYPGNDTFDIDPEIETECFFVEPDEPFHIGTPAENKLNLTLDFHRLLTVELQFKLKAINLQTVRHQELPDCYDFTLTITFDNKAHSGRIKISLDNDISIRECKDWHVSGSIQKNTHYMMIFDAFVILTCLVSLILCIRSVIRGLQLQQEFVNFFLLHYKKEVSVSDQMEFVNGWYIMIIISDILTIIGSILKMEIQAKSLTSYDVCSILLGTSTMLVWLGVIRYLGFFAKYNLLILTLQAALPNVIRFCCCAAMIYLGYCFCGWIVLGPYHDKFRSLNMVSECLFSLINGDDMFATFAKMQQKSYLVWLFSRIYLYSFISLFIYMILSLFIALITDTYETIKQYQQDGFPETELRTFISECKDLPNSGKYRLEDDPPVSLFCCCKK
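Test system – HEK293 line with stable expression of human TRPML3-YFP channel · Control set – carbachol 87 µM final as high control (100%), DMSO as low control (0%) · Signal – Fluo-8 calcium dye fluorescence, ex 470-495, em 515-575 nm · Incubation – 1-h 37 °C dye load, 5-s basal, 120-s post-compound reads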
Wee1 stabilizer: Wee1 degradation inhibitors, primary screen, cell-based, HeLa, Wee1K328M-luciferase, luminescence; Wee1-like protein kinase (Homo sapiens), P30291; HeLa Luc-Wee1K328M stability; 100% = proteasome inhibitor MG132 effect; reporter increase, % at 5 µM; hit rate 1.2% among 220,000; AID 1321, 2008;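 active means activation above the mean of all tested compounds plus 3 SD, set per screening run, cut at about 8.8% in these data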;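 further: cells exposed to compound for 20 h before luminescence read; 0% = DMSO alone and 100% = MG132 at 30 µM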
BaF3 tox: parental Ba/F3 cell viability inhibition, counter-screen for JAK2V617F inhibitor project, murine pro-B, CellTiter-Glo luminescence; CellTiter-Glo ATP luminescence; hit rate 1.1% among 220,000; inhibition, % at 5.6 µM;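 active means inhibition above a per-campaign cutoff, the mean inhibition of all tested compounds plus 3 SD, cut at about 27% in these data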;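 further: 0% = DMSO wells and 100% = JAK Inhibitor I control wells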
PPC-1+TRAIL kill: compounds killing PPC-1 cancer cells with TRAIL present, primary screen, TRAIL potentiator project, ATPLite luminescence, uHTS; cell killing (% activity), % at 4 µM; AID 1443, 2008; PPC-1 cells + TRAIL, ATPLite viability luminescence; hit rate 0.41% among 220,000;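 active means cell killing above 50% in the first pass at 4 µM, then a duplicate retest at 5 µM averaging 50% or more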;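 further: plate controls were cells with TRAIL plus DMSO for no effect and medium-only wells lacking cells for full effect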
CHOP inh: inhibitors of CHOP promoter induction, primary screen, cell-based, unfolded protein response, luciferase reporter. CHO-K1 CHOP-promoter luciferase, tunicamycin-induced, 15-18 h. inhibition, % at 10 µM. hit rate 3.8% among 220,000;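 active means compounds that reduced the stress-induced luciferase reporter signal by more than about 70% of percent inhibition, limit read from the data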;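 further: 0% = tunicamycin plus vehicle and 100% = wells without tunicamycin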
Ba/F3 V617F tox: reduced viability of JAK2V617F-dependent Ba/F3 cells, primary screen, JAK2V617F inhibitor project, cell-based, Ba/F3 EpoR-JAK2V617F, luminescence; ATP luminescence; inhibition, % at 5.6 µM; hit rate 1.1% among 220,000;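 active means inhibition above the campaign mean plus 3 SD over all tested compounds, cut at about 24% in these data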;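 further: cytokine-independent growth of Ba/F3 cells driven by EpoR plus mutant JAK2; 0% = DMSO-treated cells and 100% = JAK inhibitor I control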
* marks the source's active call; other numbers are inactive results; x = no result given. Compounds were not picked by outcome; 6.8% or so of the library scored in one or more.

Structure	Wee1 stabilizer	Ba/F3 V617F tox	TRPML3 agonist	PPC-1+TRAIL kill	BaF3 tox	RBBP9 inh	TRPN1 ag	CHOP inh	TNF death inh
O=C1NC(c2ccccc2)Nc2c1sc(=S)n2-c1ccccc1 (stereo not given)	8.1	1.9	0.5	20.2	3.2	-0.2	0.6	-1.9	0.4
Cc1ccc(-n2[nH]c(C)c(C=Nc3ccc(S(=O)(=O)Nc4nccs4)cc3)c2=O)cc1C	-1.5	8.0	-0.1	41.3	12.6	-7.8	-0.3	22.6	-10.2
Cc1nn(Cc2ccc(F)cc2)c(C)c1NC(=O)c1noc2c1CCc1ccccc1-2	-1.0	2.5	0.0	3.2	4.2	-1.4	1.9	57.0	-0.7
CCC(C)NC(=O)Cn1cnc2sc(C)cc2c1=O (stereo not given)	-0.3	-1.9	0.4	14.6	1.9	-5.4	1.3	-53.1	0.6
N#Cc1cc2ccc(N3CCOCC3)cc2cc1C#N	1.4	1.1	0.2	8.4	7.2	-5.5	0.8	x	-2.3
Cn1nccc1C(=O)Nc1sc2c(c1C(N)=O)CCCC2	1.8	0.8	0.2	9.2	10.8	-8.9	-0.3	12.0	-3.4
CC(=O)c1ccc(N2Cc3ccccc3/C2=N\C(=O)Nc2ccc(Cl)cc2)cc1	-3.5	3.9	1.2	23.8	3.2	-5.8	0.5	54.2	1.7
Cc1oc(-c2cccc(Cl)c2)nc1CN1CCC(C(=O)N2CCN(c3ccccc3F)CC2)CC1	5.7	3.5	1.4	-3.3	-3.2	-4.3	2.0	18.5	-2.5
COc1ccccc1CNC(=O)/C=C/c1cc2c(cc1Br)OCO2	1.0	3.3	-0.2	27.8	1.9	-2.0	-0.4	45.8	-3.5
CC(C)Oc1cc2oc(=O)c3c(c2cc1Cl)CCC3	2.5	-2.4	1.2	-3.8	1.1	0.7	-0.4	81.8*	-1.0

Individual results from above.
N#Cc1cc2ccc(N3CCOCC3)cc2cc1C#N in Ba/F3 V617F tox is listed with 1.1
Cn1nccc1C(=O)Nc1sc2c(c1C(N)=O)CCCC2 in Ba/F3 V617F tox is listed with 0.8

Going on with the list.
Structure	Wee1 stabilizer	Ba/F3 V617F tox	TRPML3 agonist	PPC-1+TRAIL kill	BaF3 tox	RBBP9 inh	TRPN1 ag	CHOP inh	TNF death inh
CCOCCCNc1nc2c(c(=O)[nH]c(=O)n2C)n1CCCc1ccccc1	2.5	0.8	0.8	12.8	4.6	-4.1	0.3	-7.7	-1.3
CC(C)Sc1nnc([C@H](Cc2c[nH]c3ccccc23)NC(=O)OC(C)(C)C)o1	-1.9	-0.5	-1.0	-1.5	3.1	6.0	-1.6	59.7	1.3
O=C1/C(=C/c2ccncc2)N=C2CCCCCN12	0.2	-7.4	0.2	3.7	-2.3	-1.5	0.9	-1.6	0.5
COc1ccc(NC(=O)CSc2nnc(C3CC3)n2-c2ccccc2)cc1	-0.1	5.0	-0.9	12.4	6.6	-3.0	-0.2	8.1	-1.1
O=C(COC(=O)CNS(=O)(=O)/C=C/c1ccccc1)Nc1cc(S(=O)(=O)N2CCCCC2)ccc1Cl	-2.9	3.6	0.0	27.3	10.5	-6.7	-0.4	-3.6	-0.2
COc1cccc(-n2c(COc3ccc(C)cc3)nnc2SCC(=O)O)c1	2.6	-2.6	0.7	25.6	-2.9	-0.4	0.0	22.6	-1.6
O=C(O)c1ccc(Cn2cnc3scc(-c4ccccc4)c3c2=O)cc1	-2.3	5.1	1.1	12.8	4.5	-8.3	0.6	7.1	1.6
O=C(c1ccccc1-c1nc(-c2ccccc2)no1)N1CCOCC1	3.2	-1.5	-0.4	-21.6	6.8	-1.0	-0.3	11.6	-1.6
CCN(CC)C(=O)CSc1nnc(CNc2ccc(F)cc2)n1-c1ccccc1	1.0	-0.7	0.7	4.7	3.2	9.3	0.2	12.5	-0.2
O=C(COc1ccc(S(=O)(=O)NC2CCCCC2)cc1Cl)NCc1ccc2c(c1)OCO2	0.6	-2.2	0.2	6.5	2.9	-3.6	-0.1	50.3	-0.3

Structure	Wee1 stabilizer	Ba/F3 V617F tox	TRPML3 agonist	PPC-1+TRAIL kill	BaF3 tox	RBBP9 inh	TRPN1 ag	CHOP inh	TNF death inh
CCOC1(NC(=O)c2ccccc2)C(C)=CC(=O)C=C1C	0.5	-3.0	-0.1	-21.3	-0.6	-3.5	0.8	16.7	0.8
CCCCCCCCC(=O)NCCOc1ccc(OC)cc1	-3.3	-2.9	0.7	17.2	4.4	-5.0	-0.3	12.3	0.5
O=C(NCC1CCCO1)C1CCC(N2C(=O)c3ccccc3C2=O)CC1 (stereo not given)	-3.8	-2.0	0.3	11.1	2.9	-4.1	0.3	23.6	-2.6
CCCc1cc(=O)[nH]c(SCC(=O)N(C)C2CCS(=O)(=O)C2)n1 (stereo not given)	-1.9	1.6	1.4	-13.6	4.6	3.3	1.2	62.6	-1.9
NCC(O)CN(c1ccccc1)c1ccccc1 (stereo not given)	-0.2	-0.8	0.9	0.3	-0.4	-3.1	1.5	3.8	3.5
Cc1nc2ccc(S(=O)(=O)NCC(=O)Nc3cccc(F)c3)cc2s1	-0.7	1.7	-0.3	13.6	6.0	-4.0	-1.8	16.4	0.5
COc1cc(OC)cc(C(=O)NNC(=O)c2cc3c(s2)CCCC3)c1	0.6	-1.9	0.8	-0.2	3.3	0.6	1.9	22.6	0.8
Cc1ccc(/C([O-])=C(/C(=S)NCc2ccco2)[n+]2ccccc2)cc1	-1.5	-5.3	0.5	-7.8	1.0	-0.3	-0.1	-17.0	0.5
Cc1ccccc1C1c2[nH]c3ccccc3c2CCN1Cc1cccn1-c1ncccn1 (stereo not given)	-0.2	1.8	0.2	-6.3	32.0*	-8.7	-1.0	12.0	-1.2
COc1ccccc1N1N=C(C(=O)c2ccccc2)C2C(=O)N(c3ccc(Br)cc3)C(=O)C21 (stereo not given)	-0.7	-2.0	1.5	0.1	-0.5	-1.4	5.4	7.8	0.4

Structure	Wee1 stabilizer	Ba/F3 V617F tox	TRPML3 agonist	PPC-1+TRAIL kill	BaF3 tox	RBBP9 inh	TRPN1 ag	CHOP inh	TNF death inh
COc1ccc(Cn2c(C)c(C)c(C#N)c2NC(=O)Nc2ccc(F)cc2)cc1	5.8	-4.9	0.0	2.3	0.4	-5.5	-1.7	94.3*	-0.6
CCOC(=O)CN1C(=O)COc2ccc(Cl)cc21	-1.2	-1.9	-0.3	15.7	7.5	-1.2	0.7	-29.5	0.6
COc1cc2c(cc1NC(=O)COC(=O)/C=C/c1ccccc1)oc1ccccc12	-3.4	0.3	0.6	-1.7	6.3	-7.4	0.4	47.9	1.0
CSc1nnc(-c2sccc2-n2cccc2)o1	5.9	-1.3	-0.7	8.2	2.4	-7.7	-1.0	4.1	38.2
CCCSc1nsc(SCCC)c1C#N	1.1	-4.2	0.6	8.2	1.9	-5.6	-0.2	58.3	-3.6
Cc1occc1C(=O)N=Nc1c(O)n(C)c2ccccc12	4.9	-0.8	-0.2	40.6	0.3	-6.4	-0.7	41.6	-0.2
COc1ccc(C2CC(c3cccs3)Nc3nnnn32)cc1 (stereo not given)	-0.8	1.2	0.9	-1.3	9.3	-3.2	0.5	13.0	-1.2
CCC(=O)NNc1nc2c(F)cccc2s1	0.5	0.2	0.8	-6.9	8.1	2.2	1.0	6.7	0.1
COC(=O)CSc1nnc(CNC(=O)c2ccc(S(=O)(=O)N(C)C)cc2)n1C	0.7	1.5	0.5	8.5	3.7	1.2	0.5	-4.6	0.6
O=C(CSc1ncnc2ccccc12)Nc1ccc2c(c1)OCO2	-1.4	1.5	-0.4	22.4	7.1	1.0	1.5	23.1	1.9

Structure	Wee1 stabilizer	Ba/F3 V617F tox	TRPML3 agonist	PPC-1+TRAIL kill	BaF3 tox	RBBP9 inh	TRPN1 ag	CHOP inh	TNF death inh
COc1ccc(Cl)cc1/C=C(\C#N)C(N)=O	-1.8	-4.4	1.1	x	1.4	-4.8	0.6	-13.3	-2.4
O=C(Cc1ccc(Cl)cc1)NCc1nc(-c2ccccc2)no1	1.8	-2.9	0.2	8.3	1.5	1.5	-2.2	-1.6	0.4
Fc1ccccc1N1CCN(c2nnnn2-c2ccccc2)CC1	-0.3	-1.0	-0.2	-5.0	6.0	-2.9	-1.5	11.3	-0.1
COc1ccc(Nc2nc(Nc3ccc(OC)cc3)nc(-n3[nH]c(=O)c(C)c3C)n2)cc1	-1.9	-0.2	-0.3	22.6	3.4	-2.6	1.0	20.6	-9.6
C=CCn1c(SCC(=O)N2c3ccccc3Sc3ccccc32)nnc1-c1ccco1	5.0	-4.2	-0.7	18.2	1.6	-10.1	-0.6	-8.4	-2.3
S=C(NCCc1ccccn1)Nc1ccc(Cl)c(Cl)c1	-0.8	-1.6	0.8	0.4	3.3	1.0	0.1	-13.6	1.3
COc1cc(C(=O)Nc2nnc(CC(C)(C)C)s2)c([N+](=O)[O-])cc1OC	3.5	0.1	0.7	14.9	3.4	-6.6	1.7	18.5	0.4
O=C(N/N=C/c1c[nH]c2ccccc12)c1cc(-c2ccc(-c3ccccc3)cc2)n[nH]1	-1.0	-1.5	0.2	26.4	3.2	-15.1	0.9	109.0*	-8.3
CCOc1ncccc1C(=O)Nc1ccc2c(C)cc(=O)oc2c1	-1.1	-2.7	1.0	6.8	-1.8	4.7	1.9	20.5	0.4
O=C(NCc1ccco1)c1cc2nc(-c3ccc4c(c3)OCO4)cc(C(F)(F)F)n2n1	-1.9	4.5	-0.3	16.0	3.0	-14.9	-1.8	-3.2	-2.5

Structure	Wee1 stabilizer	Ba/F3 V617F tox	TRPML3 agonist	PPC-1+TRAIL kill	BaF3 tox	RBBP9 inh	TRPN1 ag	CHOP inh	TNF death inh
Clc1cccc(Cl)c1-c1nnc2ccc(N3CCOCC3)nn12	-1.6	3.0	0.3	-5.1	3.1	-3.6	-0.2	8.3	-3.0
CN(C)S(=O)(=O)c1ccc(NC(=O)COC(=O)c2ccccn2)cc1	0.1	-0.2	1.4	-12.7	10.0	3.4	2.2	43.6	-0.6
NC(=O)c1ccc(NC(=O)COC(=O)CC(NC(=O)c2ccccc2Cl)c2ccccc2)cc1 (stereo not given)	-2.8	-1.1	1.0	-11.3	4.9	-0.6	1.6	41.5	1.6
Cc1ccc(OCC(=O)NNC(=O)CCc2ccccc2)cc1	0.3	2.9	0.6	-1.1	0.1	-11.9	0.1	-18.6	-1.8
